Source: PubChem BioAssay
SMN2 splice up: qHTS Assay for Enhancers of SMN2 Splice Variant Expression; Potency, µM (doses to about 46.1 µM), for inactives: at the highest dose activity change, positive = activation, actives largely listed as activators; 210,000 tested, 2.8% active; HEK293 SMN2-luciferase splicing reporter, luminescence, 30-36 h; further: % of control where 0% means no effect; nearly all actives have a fitted effect of over 55% in size
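qHTS luciferase splicing reporter: luminescence rises when SMN2 exon 7 is included in transfected HEK293 cells. Compound exposure lasted 30-36 h at 37C, with 4.5 mM final sodium butyrate as control, followed by a ONE-Glo read.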
KDM4E inh: qHTS Assay for Inhibitors of Human Jumonji Domain Containing 2E (JMJD2E); Lysine-specific demethylase 4E (Homo sapiens), B2RXH2; JMJD2E catalytic domain, FDH-coupled NADH fluorescence (FDH is formaldehyde dehydrogenase); Potency, µM (top dose mostly 57.1 µM), inactives show top-dose activity change, negative = inhibition, usual class: inhibitors; 230,000 tested, 1.6% active; AID 2147, 2009; active means well fitted inhibition curve with a large enough effect, not every such curve was filed as active; inconclusive means small, poorly fitted or top-dose-only effect, or another doubt; inactive means no such curve, though single readings can be large or run the other way;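 further: 0% = wells with enzyme and -100% = buffer wells without enzyme; nearly all actives have a fitted effect of over 50% in size; many of its hits are not listed in these tables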
Target sequence (B2RXH2 1-337 limits assumed): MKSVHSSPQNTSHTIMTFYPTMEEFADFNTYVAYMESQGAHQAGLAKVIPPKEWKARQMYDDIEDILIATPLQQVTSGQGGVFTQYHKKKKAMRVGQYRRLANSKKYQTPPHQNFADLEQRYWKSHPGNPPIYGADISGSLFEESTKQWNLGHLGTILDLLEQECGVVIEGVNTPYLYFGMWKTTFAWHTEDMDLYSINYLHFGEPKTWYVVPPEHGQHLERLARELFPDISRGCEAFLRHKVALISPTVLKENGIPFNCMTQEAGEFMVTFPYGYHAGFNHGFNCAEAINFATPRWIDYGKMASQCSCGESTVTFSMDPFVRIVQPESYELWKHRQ
HTT aggregate: qHTS Multiplex Assay to Identify Dual Action Probes in a Cell Model of Huntington: Aggregate Formation (GFP) | PC12 HttQ103-GFP aggregates, Acumen cytometry, 40 h | Potency, µM (series often up to 46.1 µM), for inactives: at the highest dose activity change, negative = inhibition, hits mostly inhibitors | 220,000 tested, 1.1% active | AID 1688, 2009; further: on the % scale 0 is the no-effect control and ±100 the full control effect; nearly all actives have a fitted effect of over 60% in size
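PC12/HTTQ103-GFP, ecdysone-inducible; teb 100 nM; cpd qHTS titration; GFP aggregates read on laser cytometer, Ex 488/Em 500-530 nm.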
Tau ThT inhib: qHTS for Inhibitors of Tau Fibril Formation, Thioflavin T Binding; Potency, µM (top dose mostly 57.4 µM), for the others: at the highest dose activity, negative = inhibition, actives largely listed as inhibitors; 270,000 tested, 2.1% active; recombinant tau K18 P301L, heparin-induced fibrillization, ThT fluorescence; Microtubule-associated protein tau (Homo sapiens), P10636; AID 1460, 2008; further: on the % scale 0 is the no-effect control and ±100 the full control effect; nearly all actives have a fitted effect of over 55% in size
Target sequence (P10636 561-689 P618L limits assumed): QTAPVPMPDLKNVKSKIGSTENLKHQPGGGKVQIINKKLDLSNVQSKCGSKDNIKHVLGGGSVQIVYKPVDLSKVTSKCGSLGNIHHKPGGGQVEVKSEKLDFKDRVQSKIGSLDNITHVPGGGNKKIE
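K18 P301L tau (15 uM + 0.24 uM Alexa 594-tagged), heparin 20 uM, NaOAc pH 7, 6 h 37 C; ThT 30 uM, 1 h RT, ex 450/em 510 nm.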
HTT cytoprotect: qHTS Multiplex Assay to Identify Dual Action Probes in a Cell Model of Huntington: Cytoprotection (ATP); AID 1471, 2008; 230,000 tested, 0.14% active; Potency, µM (doses to about 56.4 µM), inactives show cytoprotection (ATP increase), usual class: activators; PC12 HTT-Q103 induced, cytoprotection, ATP luminescence, 40 h;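 further: % of control where 0% means no effect; nearly all actives have a fitted effect of over 45% in size; toxic huntingtin expression switched on by the ecdysone agonist tebufenozide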
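Compounds added alongside 100 nM tebufenozide, which induces toxic Q103 huntingtin exon 1-GFP in stable PC12 cells; surviving cells quantified by luminescent ATP measurement. Medium: phenol red-free DMEM, 5% equine and 5% calf serum.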
Tau fluor counter: Counterscreen qHTS for Inhibitors of Tau Fibril Formation, Fluorescence Polarization | tau K18 P301L Alexa594 fluorescence, heparin fibrillization | Potency, µM (titrated, usually from 57.7 µM), without a hit: top-dose activity change, negative = decrease | 280,000 tested, 0.93% active; further: on the % scale 0 is the no-effect control and ±100 the full control effect; nearly all actives have a fitted effect of over 55% in size
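Human tau K18 P301L (15 uM unlabeled, 0.24 uM Alexa 594-labeled) in 100 mM sodium acetate pH 7 with 20 uM heparin, 6 hr at 37 C. ThT 30 uM added, 1 hr ambient; Alexa 594 FP and total fluorescence read at 555/632 nm.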
ALDH1A1 inh: qHTS Assay for Inhibitors of Aldehyde Dehydrogenase 1 (ALDH1A1). Potency, µM (doses to about 75.3 µM), for the others: at the top dose activity, negative = inhibition, hits mostly inhibitors. AID 1030, 2008. Purified ALDH1A1, NADH fluorescence, propionaldehyde substrate. Aldehyde dehydrogenase 1A1 (Homo sapiens), P00352. 220,000 tested, 7.3% active; active means well fitted inhibition curve with a large enough effect, not every such curve was filed as active; inconclusive means small, poorly fitted or top-dose-only effect, or another doubt; inactive means no such curve, though single readings can be large or run the other way;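 further: plate controls were no enzyme wells and a reference inhibitor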
Target sequence (P00352 whole entry, looked up): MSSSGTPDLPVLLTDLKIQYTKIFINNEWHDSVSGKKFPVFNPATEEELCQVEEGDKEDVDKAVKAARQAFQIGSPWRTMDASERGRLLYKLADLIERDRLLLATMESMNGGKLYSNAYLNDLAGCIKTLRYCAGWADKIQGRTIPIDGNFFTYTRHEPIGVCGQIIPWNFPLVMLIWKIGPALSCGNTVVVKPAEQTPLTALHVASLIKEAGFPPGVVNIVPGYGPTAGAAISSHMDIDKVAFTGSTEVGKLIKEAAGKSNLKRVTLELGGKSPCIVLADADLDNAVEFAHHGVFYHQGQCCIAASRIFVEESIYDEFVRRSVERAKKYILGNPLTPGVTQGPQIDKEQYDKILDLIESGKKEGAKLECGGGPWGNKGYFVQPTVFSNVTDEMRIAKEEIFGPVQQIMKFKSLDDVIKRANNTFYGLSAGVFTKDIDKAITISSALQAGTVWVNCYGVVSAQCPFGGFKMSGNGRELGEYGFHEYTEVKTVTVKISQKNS
Tau fibril FP: qHTS for Inhibitors of Tau Fibril Formation, Fluorescence Polarization | K18 P301L tau heparin fibrillization, Alexa594 FP, 6 h | Potency, µM (doses to about 57.7 µM), for inactives: at the highest dose activity, negative = inhibition, actives largely listed as inhibitors | 280,000 tested, 0.39% active | AID 1468, 2008; further: on the % scale 0 is the no-effect control and ±100 the full control effect; nearly all actives have a fitted effect of over 55% in size
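Compound effects on tau fibrillization are measured by Alexa 594 fluorescence polarization (ex 555, em 632 nm). K18 P301L tau is used at 15 uM with 0.24 uM labeled tracer, and 20 uM heparin induces aggregation over 6 hr at 37 C.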
Starred values were filed as active, the others as inactive; ? = inconclusive; nt = not tested or not shown; [ ] = dose if it differs, or a comment. Unless noted, the call rests on the fitted dose curve; in most records, active means well fitted curve in the direction sought with a large enough effect; inconclusive means small, poorly fitted or top-dose-only effect, or another doubt; inactive means no such curve, though single readings can be large; an effect the other way counts as inactive or inconclusive. Potency means the concentration at half of the fitted maximal effect. Only part of the results is shown; the hit share may differ from the screen's.

nr	SMILES	Tau fibril FP	HTT cytoprotect	Tau ThT inhib	KDM4E inh
1	CCOc1ccc2[nH]c(=O)c(CN(Cc3ccco3)C(=O)c3cccc(F)c3)cc2c1	-13%	-8%	?	?
2	CCS(=O)(=O)N1CCCC(C(=O)NCCCOC)C1 (stereo not given)	2%	-12%	-8%	16%
3	CCOC(=O)c1cnn(-c2ccc([N+](=O)[O-])cc2)c1N	1%	-16%[10 µM]	?	-3%
4	COc1ccccc1CCc1nnc(CCC(=O)NCC(C)Oc2cccnc2)o1 (stereo not given)	-11%	-39%[inhibitor]	-7%	5%
5	COc1ccccc1NC(=S)NC(=O)CC(C)C	4%	-26%	-13%	-3%
6	CN(C)c1cc(N/N=C\c2ccccc2)nc(N(C)C)n1	3%	11%[10 µM]	?	9%
7	O=C(NC(=S)N1CCN(c2ccc(Cl)cc2[N+](=O)[O-])CC1)c1ccco1	8%	18%[10 µM]	15%	-3%
8	COc1ccc(CC(=O)O/N=C(\N)Cc2cccc3ccccc23)cc1OC	-1%	10%[10 µM]	-12%	-4%
9	CCc1nccn1S(=O)(=O)c1cc(Br)ccc1Br	-1%	nt	-13%	nt
10	COC(=O)COc1ccc(S(=O)(=O)Nc2ccc3c(c2)OCCO3)cc1Cl	1%	29%	-2%	9%

nr	Tau fluor counter	HTT aggregate	ALDH1A1 inh	SMN2 splice up
1	-10%	?	?	-10%
2	-5%	20%	-8%	10%
3	-18%	-19%[9.22 µM]	-12%	nt
4	-3%	9%	4%	nt
5	-16%	5%	-11%	-6%
6	?	12%[9.22 µM]	1%	nt
7	11%	-11%	-3%	-24%
8	-13%	10%	-2%	-19%[1.84 µM]
9	-19%	nt	nt	2%
10	-15%	-7%	6%	3%

Exported with values under each structure: part of the list above.
Every second line gives: Tau fibril FP, HTT cytoprotect, Tau ThT inhib, KDM4E inh, Tau fluor counter, HTT aggregate, ALDH1A1 inh, SMN2 splice up
4. COc1ccccc1CCc1nnc(CCC(=O)NCC(C)Oc2cccnc2)o1 (stereo not given)
    -11%, -39%[inhibitor], -7%, 5%, -3%, 9%, 4%, nt
5. COc1ccccc1NC(=S)NC(=O)CC(C)C
    4%, -26%, -13%, -3%, -16%, 5%, -11%, -6%

New compounds follow
nr	SMILES	Tau fibril FP	HTT cytoprotect	Tau ThT inhib	KDM4E inh
11	O=C(O)c1cn(CCOc2ccccc2Cl)c2ccccc12	12%	-2%	-3%	5%
12	CN1CCCN([C@@H](c2ccccc2)c2ccc(Cl)cc2)CC1	nt	-13%[40.3 µM]	nt	-2%[25.5 µM]
13	C=CCn1c(=NC(=O)c2ccco2)sc2cc(C(=O)OC)ccc21	-4%	11%[10 µM]	?	?
14	CCNc1nc(NCC)nc(SCCOc2ccc(C)cc2)n1	-2%	nt	?	-4%
15	NCCCCCNC(=O)/C=N\O	-5%	-33%	-11%	5%
16	CCOc1ccc(CCNC(=O)CN(C)S(=O)(=O)c2ccc3c(c2)CCC(=O)N3)cc1OCC	2%	-3%	-3%	-1%
17	Oc1ccc(Nc2nc(N3CCCC3)c3ccccc3n2)cc1	4%	-99%[inhibitor][10 µM]	-16%	4%
18	COC(=O)c1ccc2nc(C)cc(Nc3ccc(O)cc3)c2c1	5%	nt	-17%	nt
19	Nc1ccc(Br)cc1-c1nc2ccccc2[nH]c1=O	7%	nt	?	-6%
20	COc1cc(/C=C/C(=O)OCC(=O)NC(=O)NC23CC4CC(CC(C4)C2)C3)ccc1OCC#N	-11%	15%[10 µM]	-9%	?

nr	Tau fluor counter	HTT aggregate	ALDH1A1 inh	SMN2 splice up
11	2%	1%	13%	6%
12	nt	nt	11%[20.9 µM]	-9%[20.6 µM]
13	-10%	7%	18%	18%
14	?	-7%	?	?
15	-6%	19%	6%	1%
16	-2%	-9%	6%	-19%
17	?	-23%	-1%	-21%
18	-24%	nt	nt	26%
19	-9%	?	12%	26%
20	-18%	-4%	-6%	-25%

nr	SMILES	Tau fibril FP	HTT cytoprotect	Tau ThT inhib	KDM4E inh
21	CCc1nc2ccccc2c(=O)n1NC(=O)c1c(O)c2ccccc2[nH]c1=O	-5%	12%	12%	?
22	COc1ccc([C@H]2C=C3CN(C(=O)OC(C)(C)C)S(=O)(=O)[C@H]3C[C@H]2OC(=O)c2ccc(C(F)(F)F)cc2)cc1	-11%	40%[10 µM]	-2%	-3%
23	Cc1ccc(C(=O)Nc2ccc3[nH]c(=O)c(=O)[nH]c3c2)cc1	-15%	nt	?	nt
24	COc1ccc(Cc2nc3c4cnn(-c5ccccc5Br)c4ncn3n2)cc1	1%	nt	-10%	nt
25	COc1cccc(C(=O)NC2=NC(c3ccccc3F)CC(=O)N2)c1 (stereo not given)	-11%	nt	3%	nt
26	CCn1cc(/C=C/C(=O)c2ccc(O)cc2)c(C)n1	-3%	11%[10 µM]	?	?
27	Cc1cc(C)c(C#N)c(SCC(=O)Nc2ccccc2)n1	-10%	nt	5%	9%
28	CCOc1ccc(-n2nc3ccc(NC(=O)c4ccc(-c5cccc(Cl)c5)o4)cc3n2)cc1	-13%	nt	?	nt
29	Cc1ccc(CNC(=O)c2cc3c(=O)n4ccccc4nc3n(Cc3ccco3)c2=N)cc1	-5%	-18%	-17%	?
30	COc1ccccc1NC(=O)c1nn(-c2ccc(F)c(F)c2)ccc1=O	-3%	-19%	-15%	-1%

nr	Tau fluor counter	HTT aggregate	ALDH1A1 inh	SMN2 splice up
21	-1%	-33%	2%	-10%
22	-2%	30%[9.22 µM]	nt	nt
23	-18%	nt	nt	6%
24	-16%	nt	nt	6%
25	3%	nt	nt	?
26	-5%	16%[9.22 µM]	2%	nt
27	1%	nt	3%	13µM*
28	-25%	nt	nt	-3%
29	-10%	?	?	-9%
30	-8%	-1%	3%	-4%

nr	SMILES	Tau fibril FP	HTT cytoprotect	Tau ThT inhib	KDM4E inh
31	COc1ccc(/C=C/C(=O)NC(=S)NN2CCCCC2c2cccnc2)cc1OC (stereo not given)	7%	-20%[10 µM]	-4%	?
32	CN(C)S(=O)(=O)c1cccc(NC(=O)COC(=O)c2ccc([N+](=O)[O-])o2)c1	-8%	5%[10 µM]	0%	-6%
33	CSc1ccccc1C(=O)NCCSc1ccccc1	-12%	0%	-18%	6%
34	COc1ccc2c(c1OC)C(=O)N1c3ccccc3C(=O)N(c3ccccc3F)C21 (stereo not given)	1%	9%[1.9 µM]	6%	10%
35	CCOC(=O)c1sc(NC(=O)c2cc3c(s2)CCC(C)C3)nc1C (stereo not given)	1%	-17%	-14%	?
36	O=C(CNC(=O)C1COc2ccccc2O1)N/N=C\c1cccc(O)c1 (stereo not given)	12%	13%[10 µM]	-1%	-5%
37	CCSc1nnc(NC(=O)C2CCN(S(=O)(=O)c3ccccc3C(F)(F)F)CC2)s1	-13%	-26%[10 µM]	7%	-4%
38	Cc1nonc1-c1ccc2c(c1)OCO2	-2%	9%[10 µM]	-8%	5%
39	COc1ccc(C(CC(=O)NCc2ccco2)c2ccc(F)cc2)cc1 (stereo not given)	0%	-23%	-12%	-3%
40	CCN(CCCNC(=O)C1CCN(S(=O)(=O)N2CCOCC2)CC1)c1cccc(C)c1	4%	-9%	-20%	1%

nr	Tau fluor counter	HTT aggregate	ALDH1A1 inh	SMN2 splice up
31	3%	-3%	?	-6%
32	-2%	14%	20µM*	1%
33	-14%	-11%	-4%	27%
34	7%	?	?	-18%
35	-14%	0%	3%	7%
36	10%	-5%	10%	6%
37	-16%	29%	?	-6%[1.84 µM]
38	-13%	-6%[9.22 µM]	nt	nt
39	-10%	-13%	1%	-8%
40	-16%	2%	?	-16%

4 structures already listed, sorted by heavy-atom count, largest number first:
nr	SMILES	Tau fibril FP	HTT cytoprotect	Tau ThT inhib	KDM4E inh
31	COc1ccc(/C=C/C(=O)NC(=S)NN2CCCCC2c2cccnc2)cc1OC (stereo not given)	7%	-20%[10 µM]	-4%	?
35	CCOC(=O)c1sc(NC(=O)c2cc3c(s2)CCC(C)C3)nc1C (stereo not given)	1%	-17%	-14%	?
33	CSc1ccccc1C(=O)NCCSc1ccccc1	-12%	0%	-18%	6%
38	Cc1nonc1-c1ccc2c(c1)OCO2	-2%	9%[10 µM]	-8%	5%

nr	Tau fluor counter	HTT aggregate	ALDH1A1 inh	SMN2 splice up
31	3%	-3%	?	-6%
35	-14%	0%	3%	7%
33	-14%	-11%	-4%	27%
38	-13%	-6%[9.22 µM]	nt	nt

Single entries from the list:
#32 in ALDH1A1 inh reads 20µM*
#36 in HTT cytoprotect reads 13%[10 µM]

(next part)
nr	SMILES	Tau fibril FP	HTT cytoprotect	Tau ThT inhib	KDM4E inh
41	CCCCOc1ccc(C2c3c(oc4ccc(C)cc4c3=O)C(=O)N2CCCN(C)C)cc1OCC (stereo not given)	2%	nt	4%	nt
42	O=C(COc1ncnc2c1cnn2-c1ccccc1)Nc1ccc(S(=O)(=O)N2CCCCC2)cc1	18µM*	-4%[1.9 µM]	5%	-14%
43	O=C(O)C1CCCN1C(=O)c1cccs1 (stereo not given)	6%	9%[10 µM]	0%	3%
44	COc1ccc2c(c1)CCc1c(C(=O)NCCc3ccc(OC)c(OC)c3)noc1-2	-12%	14%[10 µM]	?	12%

nr	Tau fluor counter	HTT aggregate	ALDH1A1 inh	SMN2 splice up
41	-8%	nt	nt	0%
42	?	-12%	3%	-7%
43	10%	4%	3%	-8%
44	-19%	3%	14%	-28%
